Compound activity as filed in PubChem.
KCNK9 block: human KCNK9 channel inhibition; Q9NPC2; HEK293 KCNK9, FluxOR thallium flux fluorescence; active compounds read low; B-score at 10 µM; 310,000 compounds, 1.2% hits; AID 488922;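 active = ratio B-score over 3 SD below the library mean, with starting fluorescence within 5 SD of its mean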;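 also: negative B-score means less thallium flux so channel inhibition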
Target sequence (Q9NPC2 whole entry, looked up): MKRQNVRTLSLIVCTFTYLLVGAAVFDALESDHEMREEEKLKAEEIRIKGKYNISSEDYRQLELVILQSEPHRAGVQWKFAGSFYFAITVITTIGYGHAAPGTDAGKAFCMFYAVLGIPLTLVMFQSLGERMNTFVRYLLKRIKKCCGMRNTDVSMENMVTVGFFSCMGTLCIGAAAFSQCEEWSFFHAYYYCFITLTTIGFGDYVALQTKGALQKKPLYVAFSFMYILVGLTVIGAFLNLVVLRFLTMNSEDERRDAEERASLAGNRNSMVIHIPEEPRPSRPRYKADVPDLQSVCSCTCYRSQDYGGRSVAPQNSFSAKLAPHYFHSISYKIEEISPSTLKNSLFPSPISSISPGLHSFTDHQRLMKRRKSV
hERG protect: compounds protecting human hERG from proarrhythmic drug block; Q12809; activation (rescue from dofetilide block), less the hit threshold, % at 10 µM; CHO-hERG, FluxOR thallium flux, dofetilide IC70 present; AID 1511; 310,000 compounds, 0.51% hits;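 active = activation above the mean of controls blocked by dofetilide plus 5 SD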;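 also: thallium influx through hERG after potassium depolarization seen as dye fluorescence rise; in these data hits start at about 4.7%; inactives centre near -7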
RGS4 inh: inhibitors of human RGS4; P49798; HEK293 M3R/RGS4 inducible, Fluo-4 calcium flux; active compounds read high; triggered by carbachol at its EC20; B-score at 10 µM; 310,000 compounds, 0.45% hits; AID 463165;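 active = B-score, a plate-corrected calcium signal, over three deviations above library mean, with baseline fluorescence within five deviations of library mean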;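 also: RGS4 expression induced by doxycycline in cells with stable M3 receptor; B-score is computed from the integrated fluorescence ratio over baseline after carbachol; higher B-score means a larger calcium signal and so more RGS4 inhibition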
Target sequence (P49798 whole entry, looked up): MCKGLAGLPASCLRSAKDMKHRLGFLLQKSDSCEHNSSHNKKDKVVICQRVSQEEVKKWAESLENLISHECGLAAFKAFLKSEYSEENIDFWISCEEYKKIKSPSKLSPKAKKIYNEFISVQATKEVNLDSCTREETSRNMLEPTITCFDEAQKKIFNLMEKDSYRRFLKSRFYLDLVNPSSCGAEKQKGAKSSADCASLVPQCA
PolyA inhibitor: inhibitors of polyadenylation in S. cerevisiae | S. cerevisiae SKY197-pL101 polyadenylation reporter, beta-gal luminescence; efflux-impaired pdr1/pdr3 knockout yeast; score 100 = 6 SD above DMSO | calls only at 12 µM | 300,000 compounds, 0.02% hits | AID 1875;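 active = lowest replicate activity score at least 50, where 100 means six control SD above control mean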;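 also: yeast exposed to compound for 9 h at 30 °C; higher score means more reporter readthrough which indicates perturbed polyadenylation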
Dyrk1A ADPGlo: inhibitors of rat Dyrk1A kinase | AID 504441 | inhibition, % at 12.5 µM | Q63470 | 310,000 compounds, 0.43% hits | ADP-Glo luminescence, NFATc1 peptide; in the data active = inhibition above about 50%;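 also: plate controls were vehicle with enzyme for no effect and no enzyme for full effect; many of its hits are not listed in these tables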
GSK3B inh: human GSK3beta kinase inhibition. 300,000 compounds, 0.038% hits. GST-GSK3beta kinase, ADP-Glo luminescence, 60 min; active compounds read low. AID 2097. activity score (negative = inhibition), % at 10 µM. P49841;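 active = more than half of replicate wells score below -50%, meaning over 50% inhibition versus plate controls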;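 also: 0% = median DMSO wells and -100% = median GW8510 positive control wells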
Target sequence (P49841 whole entry, looked up): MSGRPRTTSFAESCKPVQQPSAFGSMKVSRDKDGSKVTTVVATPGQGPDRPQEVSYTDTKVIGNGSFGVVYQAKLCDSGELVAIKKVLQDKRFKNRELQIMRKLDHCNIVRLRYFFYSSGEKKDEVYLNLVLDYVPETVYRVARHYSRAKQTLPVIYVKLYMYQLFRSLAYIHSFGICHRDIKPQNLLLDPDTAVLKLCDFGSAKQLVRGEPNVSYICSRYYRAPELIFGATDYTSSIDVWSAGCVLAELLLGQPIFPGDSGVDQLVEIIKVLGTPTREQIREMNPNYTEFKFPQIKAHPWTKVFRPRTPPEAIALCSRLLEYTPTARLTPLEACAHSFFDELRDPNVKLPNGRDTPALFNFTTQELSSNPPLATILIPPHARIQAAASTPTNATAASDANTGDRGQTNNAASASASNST
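test system = GST-tagged human GSK3beta kinase, cell-free | reagent = 25 µM ATP with peptide substrate | dosing = one dose of 10 µM per compound | schedule = 60 min reaction, RT | detection = luminescent ADP-Glo measurement of ADP formed | control set = DMSO neutral wells and GW8510 at 20 µM as positive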
KCNQ1 act: potentiates or activates the human KCNQ1 potassium channel; B-score at 10 µM; 310,000 compounds, 0.35% hits; CHO-K1 KCNQ1, thallium flux FluxOR fluorescence; active compounds read high; P51787; AID 2648;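 active = fluorescence ratio B-score, a plate-corrected score, at least three library SD, with initial intensity B-score within 5 SD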
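Assay system: CHO-K1 cells stably expressing KCNQ1; Medium: assay buffer with matched DMSO; Also added: K+/Tl+ depolarizing stimulus; Dosing: single dose; Timing: dye 90 min, compound 20 min, room temperature; Measured by: kinetic FluxOR thallium fluorescence, 10-s 1-Hz baseline, 110-s post-stimulus read; Read-out: peak-minus-minimum fluorescence over initial fluorescence, negative-control normalized, B-scored.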
RGS4 act: RGS4 potentiation or activation. HEK293 M3R/inducible RGS4, carbachol calcium flux Fluo4; active compounds read low. B-score at 10 µM. 310,000 compounds, 0.92% hits;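 active = B-score of the integrated calcium signal more than 4 SD below the library mean, with starting fluorescence not abnormally high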;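 also: negative B-score means reduced calcium response which marks RGS4 activation or potentiation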
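Material: Inducible-RGS4 HEK293 cells carrying M3 receptor; also added: carbachol at ECmax as muscarinic agonist stimulus; incubation: compound preincubation 20 min at room temperature before agonist; signal: Fluo4-AM (2 µM) calcium-flux fluorescence, kinetic read; measure: integrated calcium ratio converted to B score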
KCNQ1 inh: inhibitors of human KCNQ1 potassium channel | B-score at 10 µM | CHO-K1 KCNQ1, FluxOR thallium flux fluorescence; active compounds read high | P51787 | 310,000 compounds, 1.3% hits;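 active = compounds whose thallium flux B-score, printed positive for inhibition, exceeds three library SD while starting fluorescence stays within three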;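 also: channel opened by potassium depolarization with thallium stimulus after 20 min compound exposure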
KCNK3 block: human KCNK3 channel inhibition, primary screen | B-score at 10 µM | AID 602410 | 340,000 compounds, 0.84% hits | CHO-KCNK3 thallium flux, FluxOR fluorescence; active compounds read low | O14649;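 active = B-score under library mean minus 4 SD, starting fluorescence ratio at most library mean plus 5 SD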;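 also: more negative B-score means stronger inhibition of thallium flux through KCNK3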
GSK3 alpha inh: inhibitors of human GSK-3 alpha kinase; P49840; ADP-Glo luminescence, 60 min; inhibition, % at 10 µM; 320,000 compounds, 0.1% hits; AID 2650;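 in the data active = inhibition above about 50%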;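 also: GST-tagged GSK-3 alpha with peptide substrate and 25 µM ATP; 0% = DMSO neutral wells and 100% = GW8510 positive control wells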
Numbers without * were called inactive; i = inactive; . = no result given.

SMILES	KCNK9 block	hERG protect	RGS4 inh	PolyA inhibitor	Dyrk1A ADPGlo	GSK3B inh	KCNQ1 act	RGS4 act	KCNQ1 inh	KCNK3 block	GSK3 alpha inh
Cc1ccc(NS(=O)(=O)c2cc(C(=O)O)ccc2Cl)c(C)c1	i	-7	i	i	-1	-3	i	i	i	i	-6
CC(C)OC(=O)CSc1nnc(-c2cccnc2)n1N	i	-7	i	i	-2	3	i	i	i	i	1
COc1cc(-c2nn3c(-c4ccccc4)nnc3s2)cc(OC)c1OC	i	-13	i	.	2	-3	i	i	i	i	1
CC(C(=O)N1CCN(c2ccccc2F)CC1)c1ccc([N+](=O)[O-])cc1 (stereo not drawn)	i	2	i	i	11	-4	i	i	i	i	.
O=C(Nc1ncnc2sc3c(c12)CCCCC3)c1ccc(F)cc1	i	-11	i	i	0	4	i	i	i	i	-3
CCn1c(SCC(=O)Nc2ccccc2-c2ccccc2)nnc1-c1ccoc1C	i	-2	i	i	1	2	i	i	i	i	-2
CCOc1ccc(OC(=O)c2ccc3c(=O)n4c(nc3c2)CCC4)cc1	i	-13	i	i	3	-3	i	i	i	i	-1
O=C(Cc1ccc(Cl)cc1)Nc1ccccc1Sc1ccccc1	i	-11	i	i	-2	2	i	i	i	i	-4
Cn1c(SCC(=O)NCc2ccc3c(c2)OCO3)nc2c(c1=O)SCC2	i	-7	i	i	1	1	i	i	i	i	1
COCc1c(C(N)=O)nnn1-c1nonc1N	i	2	i	i	5	-5	i	i	i	i	9
CCNC(=O)COC(=O)c1ccc(S(=O)(=O)N2CCCCCC2)cc1	i	-9	i	i	-3	-6	i	i	i	i	0
C/C(=N\NC(=O)CCn1nnc2ccccc21)c1ccco1	i	-9	i	i	4	8	i	i	i	i	1
O=C(NCC1CCCO1)C(c1ccncc1)N(Cc1cccs1)C(=O)CN1C(=O)c2ccccc2S1(=O)=O (stereo not drawn)	i	-3	i	i	-1	0	i	i	i	i	-2
COc1ccc2c(c1)CCc1c(C(=O)N3CCCC3)noc1-2	i	-5	i	i	-4	1	i	i	i	i	-4
CN(C)S(=O)(=O)N1CCN(C(=O)N(c2ccccc2)c2ccccc2)CC1	i	-2	i	i	.	-3	i	i	i	i	1
CC(=O)Nc1ccc(S(=O)(=O)Oc2ccc(Br)cc2C(=S)N2CCOCC2)cc1	i	-7	i	i	3	-2	i	i	i	i	2
Cc1ccc(Oc2nsnc2N2CCOCC2)cc1	i	-12	i	i	-3	-1	i	i	i	i	0
CC(C)NC(=O)CCn1c(=S)oc2ccccc21	i	-5	i	i	2	3	i	i	i	i	1
COc1cc(CNC(=O)OCC(C)C)cc(OC)c1OC	i	-8	i	i	2	0	i	i	i	i	-2
COCCN(C(=O)CCC(=O)Nc1nccs1)C(C(=O)NCCC(C)C)c1ccc(F)cc1 (stereo not drawn)	i	-2	i	i	5	2	i	i	i	i	1
O=C1N/C(=C/c2cccn2-c2ccccc2)C(=O)N1c1cccc(Cl)c1	i	-3	i	i	-7	4	i	i	i	i	-2
c1coc(CNCCCN2CCOCC2)c1	i	-14	i	i	2	-4	i	i	i	i	-2
CS(=O)(=O)N1CCCC(C(=O)NCCc2ccccc2)C1 (stereo not drawn)	i	-7	i	i	-3	-1	i	i	i	i	-2
Cc1c(Cl)cccc1Nc1nc(NCCO)c2ccccc2n1	i	-14	i	i	15	-1	i	i	i	i	0
Cc1ccc(S(=O)(=O)NCC(=O)OCC(=O)N(C)C2CCS(=O)(=O)C2)cc1 (stereo not drawn)	i	-5	i	i	8	1	i	i	i	i	-1
COc1ccc(S(=O)(=O)N2CCC(C(=O)NC3CC3)CC2)cc1	i	-7	i	i	-2	-3	i	i	i	i	3
Cc1ccccc1C(=O)NC1CC2CCC(C1)N2Cc1ccccc1 (stereo not drawn)	i	-11	i	i	-1	-4	i	i	i	i	-1
CCOC(=O)Cc1csc(NC(=O)Nc2cccs2)n1	i	-5	i	i	2	3	i	i	i	i	1
CC(=O)c1c(C)[nH]c(C(=O)OCc2cccc(C)c2)c1C	i	-2	i	i	0	1	i	i	i	i	-1
Cc1cc(C)n(-c2nc3ccccc3c(=O)n2OCCOc2ccccc2)n1	i	-5	i	i	-4	-2	i	i	i	i	-1
COc1cccc(/C=N/N2CCN(c3ccc(Cl)cc3)CC2)c1OC	i	4	i	i	-2	2	i	i	i	i	-2
O=C(NNS(=O)(=O)c1ccccc1[N+](=O)[O-])c1cccc(Cl)c1	i	-6	i	i	0	1	i	i	i	i	-1
Cc1nn2c(C(F)(F)F)c3c(nc2c1-c1ccccc1)CCC3	i	-8	i	i	1	1	i	i	i	i	2
OC1=C(O)c2nc3ccccc3nc21	i	-8	i	i	4	2	i	i	i	i	-2
CC1=C(C(=O)Nc2ccc(Cl)cc2)C2(CCCCC2)C(C(N)=O)C(=S)N1 (stereo not drawn)	i	-8	i	i	.	0	i	i	i	.	3
C=CCn1c(SCc2cc(=O)n3ccsc3n2)nnc1C1CCCCC1	i	-9	i	i	6	2	i	i	i	i	-3
Cc1ccc(C(=O)Nc2ccc(C(=O)N/N=C/c3ccc(C)o3)cc2)cc1	i	-3	i	i	-5	1	i	i	i	i	-1
Cc1ccc(S(=O)(=O)C(C#N)c2nc3ccccc3nc2N2CCC(C)CC2)cc1 (stereo not drawn)	i	-14	i	i	-2	-1	i	i	i	i	.
CSc1ncc2c(n1)-c1cc(C)ccc1SC2	i	-5	i	i	3	-2	i	i	i	i	-2
Cc1cc(-n2c(SCCC#N)nnc2-c2cccnc2)ccc1Cl	i	-3	i	i	3	-20	i	i	i	i	-1
c1ccc(Cn2c(CN3CCCC3)nc3ccccc32)cc1	i	-10	i	i	0	2	i	-8.5*	i	i	-1
COc1ccc(/C=C(\C#N)C(=O)OCC(=O)NC2CC2)cc1	i	-7	i	i	12	4	i	i	i	i	-2
CC(=O)c1c(N2CCN(Cc3ccccc3)CC2)nc(=S)n(-c2ccccc2)c1C	i	-3	i	i	1	-2	i	i	i	i	0
CCOC(=O)c1csc(-c2snnc2C)n1	i	-6	i	i	-4	-1	i	i	i	i	-3
CSc1nnc2c(n1)OC=Nc1ccc(Br)cc1-2	i	-9	i	i	-1	0	i	i	i	i	-5
C=CCNc1nc(C(=O)OCC(=O)Nc2ccc(S(N)(=O)=O)cc2)cs1	i	-13	i	i	6	-2	i	i	i	i	-1
COC(=O)c1cccc(NC(=O)Cn2nnc3ccccc32)c1	i	-11	i	i	5	-4	i	i	i	i	-2
Cn1c(=O)oc2cc(S(=O)(=O)NCc3ccccc3)ccc21	i	-2	i	i	-5	0	i	i	i	i	-2
Cc1ccc(CCNC(=O)C2CCN(S(=O)(=O)N3CCOCC3)CC2)cc1	i	-10	i	i	-3	6	i	i	i	i	1
O=C1CN(c2nc(-c3ccccc3)c3cc(Cl)ccc3n2)c2ccccc2N1	i	-12	i	i	2	1	i	i	i	i	0
Cc1cc(=O)n(C)c(=O)n1CCCCCCOc1cccc([N+](=O)[O-])c1	i	-17	i	i	-7	-22	i	i	i	i	.
OCCC1CN(Cc2ccc(Oc3ncccn3)cc2)CCN1C1CCCC1 (stereo not drawn)	i	-9	i	i	-4	1	i	i	i	i	-2
CCc1nnc(NC(=O)C(C)Sc2ccccc2)s1 (stereo not drawn)	i	-10	i	i	-1	-21	i	i	i	i	-3
O=C(O)CCCC(=O)Nc1nc(-c2ccc(F)cc2)cs1	i	-5	i	i	15	3	i	i	i	i	0
CC(C)c1ccc(C(=O)Nc2cccnc2)cc1	i	-7	i	i	0	1	i	i	i	i	6
COc1cccc(-c2nc(CS(=O)(=O)CC(=O)N3CCN(C4CCCCC4)CC3)c(C)o2)c1	i	-14	i	i	2	0	i	i	i	i	-1
O=C(Nc1ccc2c(c1)CCC2)C1CCN(c2c3c(nc4ncnn24)CCC3)CC1	i	-15	i	i	-2	4	i	i	i	i	-1
CCCn1c2ccccc2c2cnn(CC(=O)N3CCOCC3)c(=O)c21	i	-2	i	i	4	2	i	i	i	i	1
CC(C)(C)c1cc(C(=O)O)c(CN2CCCCC2)o1	i	-6	i	i	8	-1	i	i	i	i	-1
Cc1cccc(/C=N/NC(=O)c2cc3c(s2)-c2ccccc2CC3)c1	.	.	.	i	0	1	.	.	.	i	0
Carrying on:
SMILES	KCNK9 block	hERG protect	RGS4 inh	PolyA inhibitor	Dyrk1A ADPGlo	GSK3B inh	KCNQ1 act	RGS4 act	KCNQ1 inh	KCNK3 block	GSK3 alpha inh
COc1ccc2nc(C)cc(SCC(=O)NNC(=O)COc3cccc4ccccc34)c2c1	i	-6	i	i	0	3	i	i	i	i	-1
CCCNc1c(NS(=O)(=O)c2c(F)c(F)c(F)c(F)c2F)c(=O)oc2ccccc12	i	-10	i	i	6	0	i	i	i	i	-1
CC(Oc1ccc(-n2cnnn2)cc1)C(=O)O (stereo not drawn)	i	-3	i	i	-2	1	i	i	i	i	-3
CCc1cc2c(=O)n(CCCOC)c(SCC(=O)Nc3oc(C)c4c(C)n[nH]c(=O)c34)nc2s1	i	-16	i	i	5	4	i	i	i	i	1
CCOCCn1c(CN2CCN(CC)CC2)nc2c1c(=O)n(C)c(=O)n2C	i	-3	i	i	3	2	i	i	i	i	-2
CCOC(=O)c1nn(-c2cccc(OC)c2)c2nc(CC)c(C#N)c(=O)n12	i	-13	i	i	-1	1	i	i	i	i	-3
O=C(Nc1ccc2nc(-c3cccs3)[nH]c2c1)c1ccco1	i	-10	i	i	5	-3	i	i	i	-10*	0
Cc1ccc(NC(=O)N(Cc2cccs2)Cc2cc3cc4c(cc3[nH]c2=O)OCO4)cc1	i	-12	i	i	.	5	i	i	i	.	3
CCOc1cc(S(=O)(=O)NCC2OCCc3ccccc32)c(OCC)cc1-n1cnnn1 (stereo not drawn)	i	-9	i	i	-5	0	i	i	i	i	-2
CC1CCCCN1C(=O)COC(=O)c1cc([N+](=O)[O-])ccc1N1CCOCC1 (stereo not drawn)	i	-8	i	i	0	1	i	i	i	i	-2

This is a subset; rates above refer to the full screens.
